14-3-3 PPI = modulators of 14-3-3 gamma protein binding, primary screen, biochemical, fluorescence polarization. 14-3-3 protein gamma (Homo sapiens), P61981. FP, 14-3-3gamma / TMR-pS259-Raf peptide binding. inhibition, % at 40 µM. 160,000 tested, 0.19% active; in the data active = inhibition above about 30%;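 also: 0% = protein plus tracer without compound and 100% = blank with tracer alone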
Target sequence (P61981 whole entry, looked up): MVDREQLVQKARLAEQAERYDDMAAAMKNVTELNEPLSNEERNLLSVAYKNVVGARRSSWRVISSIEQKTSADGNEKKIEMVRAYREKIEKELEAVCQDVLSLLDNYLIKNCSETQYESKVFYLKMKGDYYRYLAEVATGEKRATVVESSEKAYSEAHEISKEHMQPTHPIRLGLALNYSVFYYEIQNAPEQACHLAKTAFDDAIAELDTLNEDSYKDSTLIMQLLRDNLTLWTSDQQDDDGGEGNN
* marks the source's active call; other numbers are inactive results; & = joins results of further samples.

14-3-3 PPI	SMILES
4	COCCn1c(SCC(=O)Nc2ccc3c(c2)OCCO3)nc2c(c1=O)SC(C)C2 (stereo unspecified)
9	CCOc1cc2c(cc1OCC)C1C(C(=O)Nc3ccc(C(C)C)cc3)c3ccccc3C(=O)N1CC2 (stereo unspecified)
-1	CN1CCN(C(=O)c2ccccc2N(Cc2ccccc2)S(C)(=O)=O)CC1
-8	C=CCOc1c(Br)cc(CNn2nnnc2N)cc1OCC
-16	CC(=O)N1CCc2cc(Br)cc(S(=O)(=O)NCCCN3CCN(c4cccc(Cl)c4)CC3)c21
-5	Clc1ccc2nc(N3CCN(c4ccccc4)CC3)sc2c1
-10	COc1ccccc1C1/C(=C(/O)c2ccccc2)C(=O)C(=O)N1CCO (stereo unspecified)
-5	CC(CCc1ccccc1)NC(=O)c1ccc2c(c1)N(Cc1ccccc1F)C(=O)CS2 (stereo unspecified)
-1	CCC(=O)N1CCc2cc(S(=O)(=O)Nc3ccc(C)cc3C)ccc21
0	COc1cc(C(=O)N2CCN(c3ccc([N+](=O)[O-])cc3)CC2)cc(OC)c1OC
-1	O=c1cc(CSc2nnc(COc3ccc(Cl)cc3)o2)c2ccccc2[nH]1
-15	O=[N+]([O-])c1c(Oc2ccc(Cl)cc2)ccc2nsnc12
-1	CC1=C(C(=O)Nc2cccc(C)c2C)C(c2cccc(Cl)c2)NC(=S)N1 (stereo unspecified)
-6	COc1ccc(-c2cc(C(F)(F)F)n3nc(C(=O)Nc4cc5c(cc4[N+](=O)[O-])OCCO5)cc3n2)cc1
12	CCOC(=O)c1c(C)n(-c2ccccc2Br)c2c1cc(O)c1ccccc12
3&-4	Cc1ccc(-n2c(O)cnc2Nc2nc(C)cc(C)n2)cc1
5	COc1cc2c(cc1OC)-c1c(C(=O)Nc3ccc(C(C)C)cc3)c3ccccc3c(=O)n1CC2
4	CCOC(=O)c1ccc(Nc2nc3cc(C)ccc3nc2NS(=O)(=O)c2ccc(Cl)cc2)cc1
-15	COc1cc(OC)cc(C(=O)Nc2cc(-c3nc4cc(C)cc(C)c4o3)ccc2C)c1
-2	COc1ccc(NC(=O)c2cc3ccccc3oc2=O)c([N+](=O)[O-])c1
-5	Cc1cccc(NC(=O)CN(C)S(=O)(=O)c2cccc3cccnc23)c1
-1	CC1=NN(C(=O)c2ccc(C(C)C)cc2)C(O)(C(F)(F)F)C1 (stereo unspecified)
-8	O=C(NCc1ccccn1)c1coc(=O)c(Br)c1
-6	Clc1ccccc1-c1nc(C2CCCCC2)no1
-7	COc1ccc(NC(=O)c2sc(-c3ccccc3)nc2C)cc1

4 entries out of the list, ordered by number of heavy atoms, smallest number first:
14-3-3 PPI	SMILES
-8	O=C(NCc1ccccn1)c1coc(=O)c(Br)c1
-5	Clc1ccc2nc(N3CCN(c4ccccc4)CC3)sc2c1
-7	COc1ccc(NC(=O)c2sc(-c3ccccc3)nc2C)cc1
0	COc1cc(C(=O)N2CCN(c3ccc([N+](=O)[O-])cc3)CC2)cc(OC)c1OC

Continuation:
14-3-3 PPI	SMILES
-12	CCOc1ccc(NC(=O)CSc2nc3ccc(C)cc3[nH]2)cc1
4	CC1(C)Cc2ccccc2-c2nc3[nH][nH]c(=S)n3c(=O)c21
-4	COc1ccc(N2CC(C(=O)Nc3ccccc3C(F)(F)F)CC2=O)cc1 (stereo unspecified)
5	CCOCC(=O)Nc1cc(-c2cn3cccnc3n2)ccc1C
-8	COCCSc1ccccc1C(=O)Nc1ccncc1
-9	Cc1cc2c(c(=O)n1CCc1ccccc1)C(C(C)C)C(C#N)=C(N)O2 (stereo unspecified)
3	Cc1cccc(-c2nnc3n2N=C(c2ccccc2)CS3)c1
5	COC(=O)C1=C(C)NC(C)=C(C(=O)OC)C1c1ccccc1Cl
3	CCC(=O)N1CCCc2cc(S(=O)(=O)N3CCCCC3C)ccc21 (stereo unspecified)
-8	O=C(CC1(C(F)(F)F)NCCN1)c1cccc([N+](=O)[O-])c1
2	Cc1noc(/C=C/N(C)C)c1S(=O)(=O)N1CCN(c2ccccc2)CC1
-13	COc1ccc(NC(=O)C2CC(=O)N(Cc3ccc4c(c3)OCO4)C(=Nc3ccc(F)cc3)S2)cc1 (stereo unspecified)
-11	CC(=O)N1CCC2(O)CCCCC2C1c1ccccc1 (stereo unspecified)
-6	Cc1cccc(Cn2c(C(C)O)nc3ccccc32)c1 (stereo unspecified)
-3	CCC(=O)N1CCc2cc(S(=O)(=O)NCCC(=O)N3CCN(Cc4ccccc4)CC3)ccc21
5	Cc1ccc(C(=O)Nc2ccccn2)cc1C
1	Cc1cc(=O)oc(C)c1C(=O)Nc1ccccc1C(=O)N1CCCCC1
-2	O=C(CN1CCN(S(=O)(=O)c2ccccc2)CC1)Nc1cccc(C(F)(F)F)c1
3	COc1ccc(CN2CCN(S(=O)(=O)c3ccccc3)CC2)c(OC)c1
-3	CCN(c1ccccc1)S(=O)(=O)c1ccc2[nH]cc(C(=O)N(C)Cc3ccccc3)c(=O)c2c1
0&-7	CCCc1cc(=O)n2[nH]c(-c3ccc(Br)cc3)cc2n1
-4&-19	Cc1nc(NCc2ccco2)c2c3c(sc2n1)CCC3
-6	CCOC(=O)C1CCCN(S(=O)(=O)c2ccc(OC)c3ccccc23)C1 (stereo unspecified)
-20&-5	O=C(Nc1cc(=O)c2ccccc2o1)N1CCOCC1
6	COc1ccc(C)cc1NC(=O)C(=O)CC(=O)c1ccccc1OC

Another view of some results above.
SMILES | 14-3-3 PPI
CC1=C(C(=O)Nc2cccc(C)c2C)C(c2cccc(Cl)c2)NC(=S)N1 (stereo unspecified) | -1
COc1ccc(-c2cc(C(F)(F)F)n3nc(C(=O)Nc4cc5c(cc4[N+](=O)[O-])OCCO5)cc3n2)cc1 | -6
CCOC(=O)c1c(C)n(-c2ccccc2Br)c2c1cc(O)c1ccccc12 | 12
Cc1ccc(-n2c(O)cnc2Nc2nc(C)cc(C)n2)cc1 | 3&-4
COc1cc2c(cc1OC)-c1c(C(=O)Nc3ccc(C(C)C)cc3)c3ccccc3c(=O)n1CC2 | 5

Next structures follow.
14-3-3 PPI	SMILES
-3	S=C1NC(c2ccc(Br)cc2)=CC(c2ccccc2Cl)N1 (stereo unspecified)
-3	O=C(NCc1cccnc1)C1CC1(c1ccccc1)c1ccccc1 (stereo unspecified)
-8	Cc1c(C(=O)O)oc2ccc(S(=O)(=O)NC(C)CCc3ccccc3)cc12 (stereo unspecified)
5	CCC(CC)C(=O)Nc1c2c(nn1-c1ccc(C)cc1)CSC2
-3	Cc1ccc(S(=O)(=O)NCC2CCC(C(=O)NCc3ccc(Cl)cc3)CC2)cc1 (stereo unspecified)
-5	CCCN1C2=NCCN2c2cc(C)c(C)cc21
-3	Cc1cccc(C(=O)Oc2ccc(C=Nc3ccccc3Cl)cc2[N+](=O)[O-])c1
-8	Cc1ccc(C(C(=O)Nc2ccc(C(C)C)cc2)N(C)C(=O)c2cnccn2)cc1 (stereo unspecified)
4	Nn1cnnc1SC1CCCCC1NS(=O)(=O)c1ccccc1 (stereo unspecified)
-98	CCOc1ccc(C(=O)Nc2cccc(-c3nc4ccc(C)cc4o3)c2)cc1
-22	O=C(NCc1ccc2c(c1)OCO2)C1CCN(c2nc3cc(Cl)ccc3s2)CC1
-6	Cc1ccc(Cl)cc1N1CCN(C(=O)CCCn2c(=O)[nH]c3ccc(Br)cc3c2=O)CC1
1	Cc1nnc(SCCn2c(N3CCCC(C)C3)nc3c2c(=O)[nH]c(=O)n3C)s1 (stereo unspecified)
-14	CC1CCN(c2nc3c(c(=O)n(C)c(=O)n3C)n2CCSc2ncccn2)CC1
-11	COc1ccc(C)cc1Nc1nc(C)nc2sc3c(c12)CCCC3
-16	CCOc1ccc2nc(SCC(=O)Nc3ccccc3Oc3ccccc3)sc2c1
12	Cc1ccc(-n2c(=O)[nH]c3c(C(N)=O)nc(-c4ccc(C)o4)nc32)cc1
-23	O=C(NC1CCCCC1)c1cnn2c(C(F)(F)F)cc(-c3ccco3)nc12
3	COc1ccc(OCC(=O)Nc2ccc(C)cc2)cc1
-1	COc1cc(C(=S)N2CCOCC2)ccc1OC(=O)c1cccc(Cl)c1
-11	O=C(CSc1nc2c(c(=O)n1-c1ccc(F)cc1)SCC2)c1ccccc1
-2&-8	O=C(CSc1nccn1-c1ccccc1)N1CCc2ccccc21
-3	COc1ccc(C2C(C(=O)OC(C)C)=C(C)NC3=C2C(=O)CC(C)(C)C3)cc1O (stereo unspecified)
-3	CN1C(=O)C(=O)/C(=C(/O)c2ccc(Cl)cc2)C1c1ccc(Cl)cc1 (stereo unspecified)
0	CCCCOc1ccc(CN2CCCCC2)cc1

Continued.
14-3-3 PPI	SMILES
0	CN(C)C(=O)COc1ccc2cc(-c3ccccc3)c(=O)oc2c1
1	O=c1[nH]c2ccc(S(=O)(=O)N3CCN(c4ccccc4)CC3)cc2o1
-11	CCC(OC(=O)c1cc2sccc2n1C)C(=O)NCc1ccco1 (stereo unspecified)
-3	CCCCC(=O)Nc1nnn(CCC)n1
-26	CCOc1ccc(NC(=O)CN(c2cccc(C(F)(F)F)c2)S(=O)(=O)c2ccccc2)cc1
-3	O=C(OCCN1C(=O)c2ccccc2C1=O)c1cc(S(=O)(=O)N2CCOCC2)ccc1F
-1	Cc1ncc(CO)c2cc(C(=O)Nc3cccc(C(F)(F)F)c3)c(=Nc3ccc(Cl)cc3)oc12
-8	COC(=O)c1ccc(C(=O)Nc2ccc3nc(-c4ccccc4)[nH]c3c2)cc1
-7	CC1(C)CC(NC(=O)c2ncn[nH]2)CC(C)(C)N1
0	CCOc1ccc(NC(=O)N2CCC(n3c(=O)[nH]c4ccccc43)CC2)cc1
-5	Cc1ccc2nc(SCCN3CCOCC3)[nH]c2c1
-26	Cc1cc(F)ccc1NC(=O)c1sc2nc(-c3ccncc3)ccc2c1N
2	CCOc1ccc(C2=NC(c3ccc(F)cc3)NC(c3ccccc3O)C2)cc1 (stereo unspecified)
1	COc1cc(Cl)c(C)cc1NC(=O)C1c2cc(OC)c(OC)cc2C(=O)N(C)C1c1cccs1 (stereo unspecified)
-3	COCc1cc(=O)n2[nH]c(-c3cccc(Br)c3)cc2n1
-23	COc1ccc(NC(=O)C2CCCN(S(=O)(=O)c3cccs3)C2)c(OC)c1 (stereo unspecified)
-2	CC1(C)CC(=O)c2cc(OCC(=O)NCc3ccccc3)ccc2O1
-5	O=C(Nc1ccccc1Cl)C1(S(=O)(=O)c2ccc(Cl)cc2)CC1
-8	CC(C)CNS(=O)(=O)c1ccc(S(=O)(=O)N2CCCN(Cc3ccccc3)C2)cc1
-1	Cn1c(SCCOc2ccccc2Cl)nnc1-c1ccncc1
-16	Cc1cc(Cl)ccc1OCC(=O)Nc1sc2c(c1C#N)CCCCC2
6	c1ccc(-c2cnc3n2CCCCC3)cc1
-80	Cn1cnnc1SCC(=O)Nc1sc2c(c1C(N)=O)CCC2
11	Cc1ccc(-n2ncc3c(NCCCN4CCCC4=O)ncnc32)c(C)c1
-13&-31	O=C(NCCc1ccccc1)C1CCCN(S(=O)(=O)c2cccc3nonc23)C1 (stereo unspecified)

Sorted by the number under 14-3-3 PPI (ascending): some entries from above
14-3-3 PPI	SMILES
-7	CC1(C)CC(NC(=O)c2ncn[nH]2)CC(C)(C)N1
1	COc1cc(Cl)c(C)cc1NC(=O)C1c2cc(OC)c(OC)cc2C(=O)N(C)C1c1cccs1 (stereo unspecified)
6	c1ccc(-c2cnc3n2CCCCC3)cc1

(further entries)
14-3-3 PPI	SMILES
-4	COc1cccc(-c2nnc(SCCC(=O)O)n2C)c1
-13	FC(F)(F)c1cc(-c2ccco2)nc(NCc2ccco2)n1
-12	O=C(NCCCN1CCN(c2ccccc2F)CC1)C1C2C=CC3(CN(Cc4ccccc4Cl)C(=O)C13)O2 (stereo unspecified)
3	CC(=O)N1c2c(cc(Br)cc2S(=O)(=O)NCc2ccc3c(c2)OCO3)CC1C (stereo unspecified)
-3	Cc1ccc(S(=O)(=O)CCc2ccccn2)cc1
6	NCCNc1ccc([N+](=O)[O-])cc1C(F)(F)F
-9	CSc1n[nH]c(NC2=CC(=O)CCC2)n1
-9	Cc1cc(C(F)F)n2ncc(C(=O)N3CCc4ccccc4C3)c2n1
-20	O=C(Nc1nccs1)c1ccc(Cl)cc1[N+](=O)[O-]
-4	CCOc1c(S(=O)(=O)N2CCCC2)ccc(Cl)c1Cl
0	Cc1ccc(C2C3=C(CCCC3=O)Nc3nc(SCc4ccccc4F)[nH]c(=O)c32)cc1 (stereo unspecified)
-10	COc1ccccc1CC(=O)Nc1ccc(OC(C)=O)cc1C(=O)O
-5	COc1ccc(C)cc1-n1nnnc1SCn1nnc2ccccc2c1=O
6	CCCCn1c(=O)nc2n(-c3ccc(OC)cc3)c3ccccc3cc-2c1=O
-5	CCOC(=O)c1ccc(NC(c2ccccc2)c2c(C)n(C)n(-c3ccccc3)c2=O)cc1 (stereo unspecified)
3	COc1ccc(S(=O)(=O)N(CC(=O)NC2CC2)c2ccc(Cl)cc2)cc1
2	COc1ccc2cc(CN(CCc3ccccc3)Cc3nnnn3CC3CCCO3)c(=O)[nH]c2c1 (stereo unspecified)
-3	COc1ccc(-c2nc3c4ccccc4ccn3c2CN2CCCCC2)cc1
-6	O=c1c(-c2ccc(F)cc2)coc2c3c(ccc12)OCCO3
-8	CN1C(=O)c2ccccc2C(C(=O)NCc2ccc(F)cc2)C1c1c[nH]c2ccccc12 (stereo unspecified)
9	C=CCOc1ccc2c3c(c(=O)oc2c1C)CCC3
-11	COC(=O)c1ccc(SCc2ccccc2F)c([N+](=O)[O-])c1
1	CCOC(=O)c1c(C)oc2c1c(CN1CCCC(C(=O)OCC)C1)c(O)c1ccccc12 (stereo unspecified)
-1	CC(C)CCn1c(CN(C)Cc2ccccc2)nc2c1c(=O)n(C)c(=O)n2C
1	Cc1cc(N2CCC(C(=O)NC3CCCCC3)CC2)nc(-c2ccccc2)n1

(next part)
14-3-3 PPI	SMILES
5	NS(=O)(=O)c1ccc(CCNC(=O)C2CCCN2C(=O)OCc2ccccc2)cc1 (stereo unspecified)
-5	CCn1c(N2CCN(CC(=O)c3ccc(OC)cc3)CC2)nc2ccccc21
0	CCOC(=O)c1sc(N)c(C#N)c1C
-1	CCN(CC)c1cc(C)c2cc(NC(=O)c3ccccc3Cl)ccc2n1

Screens: PubChem BioAssay, Emory University Molecular Libraries Screening Center

An excerpt; rates above refer to the full screens.
